Screening data from PubChem BioAssay.
DUSP1 inh: MKP-1 phosphatase inhibitors, primary screen, biochemical, in vitro; Dual specificity protein phosphatase 1 (Homo sapiens), P28562; recombinant MKP-1, OMFP hydrolysis fluorescence; AID 374, 2006; inhibition, %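 (compounds tested at a single concentration somewhere between 10 and 100 µM)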; hit rate 0.15% among 65,000;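 active = inhibition above about 50%, limit read from the data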;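 also: 0% = DMSO max control wells and 100% = wells with enzyme stopped by NaOH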
Target sequence (P28562 whole entry, looked up): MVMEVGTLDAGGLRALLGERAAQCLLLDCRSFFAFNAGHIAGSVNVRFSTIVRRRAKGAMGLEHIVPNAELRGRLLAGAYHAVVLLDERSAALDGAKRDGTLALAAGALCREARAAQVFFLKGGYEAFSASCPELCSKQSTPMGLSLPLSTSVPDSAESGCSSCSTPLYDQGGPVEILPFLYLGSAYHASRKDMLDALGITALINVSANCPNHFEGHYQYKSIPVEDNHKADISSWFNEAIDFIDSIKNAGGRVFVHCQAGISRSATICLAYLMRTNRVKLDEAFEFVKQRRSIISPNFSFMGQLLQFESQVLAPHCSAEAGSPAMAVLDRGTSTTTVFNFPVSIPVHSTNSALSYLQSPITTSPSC
PKA inh: inhibitors of human PKA kinase activity, primary screen, biochemical, ATP-depletion luminescence, Kemptide substrate. cAMP-dependent protein kinase catalytic subunit alpha (Homo sapiens), P17612. PKA Kemptide phosphorylation, Kinase-Glo ATP luminescence. inhibition, % at 6 µM. hit rate 0.1% among 65,000;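 active = inhibition above the screen-wide mean inhibition plus 3 SD, cut at about 21% in these data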; also: many of its hits are not listed in these tables
MMP-13 inhibitor: human MMP13 inhibitors, primary screen, biochemical, FRET peptide cleavage | MMP-13 fTHP FRET cleavage, Mca fluorescence | inhibition, % at 4 µM | hit rate 0.07% among 65,000;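 active = inhibition above the mean of compound-free control plate wells plus 3 SD, cut at about 14% in these data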;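 also: 0% = DMSO wells and 100% = wells with reference MMP-13 inhibitor after basal subtraction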
TNAP act DEA: human TNAP enzyme activators, primary screen, biochemical, luminescent, intermediate phosphate acceptor level | activation factor at 20 µM | 64,000 tested, under 10 active | purified TNAP, CDP-star luminescence, 100 mM DEA, 30 min; hits give high values; scale: 0 levamisole-inhibited, 1 vehicle-only enzyme;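 active = activation factor of at least 2 at 20 µM, relative to controls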
Target sequence (P05186 whole entry, looked up): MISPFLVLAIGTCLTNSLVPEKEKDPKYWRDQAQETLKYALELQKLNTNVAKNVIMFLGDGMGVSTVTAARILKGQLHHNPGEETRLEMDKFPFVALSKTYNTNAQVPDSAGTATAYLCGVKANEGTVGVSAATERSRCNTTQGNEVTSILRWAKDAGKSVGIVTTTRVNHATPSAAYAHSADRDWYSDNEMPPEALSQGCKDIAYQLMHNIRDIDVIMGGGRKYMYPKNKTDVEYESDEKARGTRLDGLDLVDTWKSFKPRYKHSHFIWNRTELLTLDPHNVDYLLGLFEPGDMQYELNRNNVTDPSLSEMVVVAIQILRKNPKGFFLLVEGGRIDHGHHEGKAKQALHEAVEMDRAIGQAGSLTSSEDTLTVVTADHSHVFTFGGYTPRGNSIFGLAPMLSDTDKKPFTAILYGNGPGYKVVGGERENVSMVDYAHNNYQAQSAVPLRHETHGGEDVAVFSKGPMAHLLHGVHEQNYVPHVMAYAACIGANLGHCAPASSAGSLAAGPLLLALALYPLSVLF
JNK3 inh: JNK3 kinase activity inhibitors, primary screen, biochemical, human, purified enzyme; inhibition, % at 8 µM; Mitogen-activated protein kinase 10 (Homo sapiens), P53779; hit rate 0.61% among 60,000; AID 746, 2007; HTS; in the data active = inhibition above about 17%;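 also: 0% = DMSO and 100% = reference inhibitor; many of its hits are not listed in these tables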
Cdc25B block: inhibitors of Cdc25B phosphatase catalytic domain, primary screen, biochemical, OMFP fluorescence; recombinant Cdc25B, OMFP fluorescence Ex485/Em525; hit rate 0.1% among 65,000; inhibition, %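 (compounds tested at 10 µM final in the well)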; M-phase inducer phosphatase 2 (Homo sapiens), P30305; in the data active = inhibition above about 50%
HEK293 NFkB inh: inhibitors of PMA/ionomycin-induced NF-kB reporter, primary screen, antigen receptor NF-kB inhibitor project, cell-based, HEK-293 luciferase reporter, luminescence; HEK-293 NF-kB luciferase reporter; hit rate 0.21% among 62,000; inhibition, % at 3 µM;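 active = inhibition above the mean of all tested compounds plus 3 SD, cut at about 40% in these data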;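 also: 0% = stimulated DMSO wells and 100% = 10 µM reference inhibitor 5653914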
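Reagent: PMA plus ionomycin mix as NF-kB-activating stimulus. Assay system: NF-kB luciferase reporter HEK-293 cells. Technique: luminescence from luciferase substrate reagent. Incubation: 1 h compound pre-incubation, 16 h PMA/ionomycin at 37 °C. Benchmarks: DMSO only as uninhibited control, 10 µM reference inhibitor as full inhibition. Repeats: tested once.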
ROCK2 inh: inhibitors of human ROCK2 kinase, primary screen, biochemical, high-throughput, luminescence. purified ROCK2, Kinase-Glo ATP depletion luminescence. inhibition, % at 6 µM. hit rate 0.35% among 60,000;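 active = inhibition above the screen-wide mean inhibition plus 3 SD, cut at about 18% in these data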;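 also: plate controls were DMSO wells for no effect and Y-27632 control wells after no-enzyme background subtraction for full effect; many of its hits are not listed in these tables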
Jurkat viability: cytotoxicity toward Jurkat T cells, primary screen, cytotoxicity control, cell-based, Jurkat E6.1, 60K MLSMR library; inhibition, % at 4 µM; hit rate 1.2% among 56,000; Jurkat E6.1 viability, ATP luminescence, 48 h; AID 463, 2006;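 active = inhibition above the mean inhibition of all tested compounds plus 3 SD, cut at about 28% in these data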
An asterisk follows results filed as active; . = no result given; [ ] = remark or other dose.

SMILES	DUSP1 inh	PKA inh	MMP-13 inhibitor	TNAP act DEA	JNK3 inh	Cdc25B block	HEK293 NFkB inh	ROCK2 inh	Jurkat viability
COc1ccccc1C1/C(=C(/O)c2ccc(Cl)cc2)C(=O)C(=O)N1CCN1CCOCC1 (configuration not stated)	21.8	-1.4	7.3	0.9	1.2	-15.2	-0.7	0.2	1.3
COc1ccc(C(=O)COC(=O)CCn2nnc(-c3cccs3)n2)cc1	0.8	-5.0	3.6	0.9	-5.7	3.2	-10.8	-12.9	3.2
Cc1cc(C(=O)Nc2ccccn2)no1	-1.0	-1.7	3.0	0.9	2.6	-10.6	-11.0	-8.5	10.2
CCOC(=O)C1=C(C)NC(SCC(=O)O)=NC1c1ccccc1 (configuration not stated)	-9.2	7.4	-0.2	1	5.5	-0.3	7.4	1.5	-5.5
COc1cc(C(C)=O)ccc1OCC(O)CN1CCN(S(=O)(=O)c2ccccc2)CC1 (configuration not stated)	5.4	12.8	5.2	0.9	4.4	-2.9	21.9	10.7	-2.4
Cc1c(Nc2ncnc3nc[nH]c23)c(=O)n(-c2ccccc2)n1C	3.2	-0.6	0.6	1	-2.5	-5.4	-0.1	-6.9	3.0
CCOc1ccc(Nc2nc(Cc3nnc(SCC(N)=O)o3)cs2)cc1	7.7	-0.9	6.0	0.8	.	0.6	9.2	.	.
O=C(O)c1ccccc1NS(=O)(=O)c1ccccc1C(F)(F)F	8.0	-0.5	-1.5	1	2.3	-4.2	9.3	2.1	-1.9
CCCn1nnc(NC(=O)c2ccccc2Br)n1	1.8	-4.9	-2.0	0.9	-2.1	-2.6	-1.2	-1.1	-6.0
CN(C(=O)c1cccc(C#N)c1)c1nnc(C2CCOC2)s1 (configuration not stated)	-6.5	6.4	-0.4	1	0.2	-7.5	0.2	4.7	-5.0
CCN(CC)CC(C)CNC(=O)CC(C(=O)N1CCc2ccccc21)n1ccnc1 (configuration not stated)	8.4	2.0	2.1	1	-1.7	-13.0	15.0	1.1	2.5
Clc1ccc(Oc2cccc(/C=N/n3cnnc3)c2)cc1	4.3	14.3	1.6	1	1.5	-13.1	-1.2	7.6	0.4
CCOc1ccccc1-c1nn2c(Cc3ccccc3)nnc2s1	26.9	8.6	-6.7	0.9	-1.5	-15.2	17.1	6.5	-2.6
COc1cc2c(cc1OC)C(C(=O)Nc1ccccn1)C(c1cccnc1)N(C)C2=O (configuration not stated)	5.9	1.5	0.1	1	.	-8.5	8.8	.	.
O=C(CCc1ccccc1)Nc1ccncc1	-5.5	8.4	0.2	0.9	6.9	-2.0	12.8	11.3	1.9
CC(C)(C#N)Nc1ccccc1	-30.8	5.2	6.3	0.9	-0.2	-1.9	2.6	0.6	-0.9
CSc1nnc(-c2ccc(F)cc2)o1	-12.0	9.1	-2.4	0.9	2.9	3.5	12.6	4.9	-5.7
CC(=O)NC(O)C(=O)c1ccccc1 (configuration not stated)	3.1	-1.8	-2.5	0.9	-0.2	1.9	5.3	-0.8	9.1
CN(CC(=O)N1CCc2ccccc21)S(=O)(=O)c1ccc(Cl)cc1	6.7	9.5	-4.9	0.8	4.0	-5.6	10.0	9.6	-5.8
COc1ccc(OC)c(CN2CCN(C(=O)c3cccc4ccccc34)CC2)c1	5.5	-8.8	6.6	0.8	1.4	-2.9	-9.8	-6.5	2.7
CN(C(=O)CSc1nc(-c2ccc(F)cc2)cs1)C1CCS(=O)(=O)C1 (configuration not stated)	-7.9	11.8	-2.1	1	2.3	-13.4	7.9	2.4	3.3
CC(=O)OCCCN1C(=O)c2ccc(Br)cc2C1=O	6.2	4.7	0.0	0.9	3.3	2.6	11.1	0.9	-3.3
CCOc1ccccc1NC(=O)CSc1nnc(CNC(=O)c2ccco2)o1	-5.0	10.0	2.6	0.9	.	-5.0	-1.1	.	.
COCC(=O)N(C)C1(c2nnnn2CCOC(=O)Nc2cccc3ccccc23)CCCC1	15.9	0.2	-3.2	0.9	2.6	-5.6	10.5	-1.4	0.7
Cc1c(NC(=O)c2cc(-c3ccc4c(c3)OCO4)on2)c(=O)n(-c2ccccc2)n1C	1.7	6.5	2.4	1	2.5	-8.7	10.2	5.7	-6.5

(list continues)
SMILES	DUSP1 inh	PKA inh	MMP-13 inhibitor	TNAP act DEA	JNK3 inh	Cdc25B block	HEK293 NFkB inh	ROCK2 inh	Jurkat viability
COc1ccc(Cc2nnc(NS(=O)(=O)Cc3ccccc3)s2)cc1	8.2	-7.8	-1.8	1	1.4	-3.5	-2.5	-0.2	6.8
CCOC(=O)c1sc2nc(CSc3nc4ccccc4n3CC)[nH]c(=O)c2c1C	1.6	5.9	-4.6	1	-2.0	1.4	6.9	7.0	-0.8
Cc1ccc2cc(S(=O)(=O)NCCCC(=O)O)ccc2c1	3.4	7.7	3.7	0.9	-0.6	-13.5	2.9	10.0	-2.0
CCSc1nnc(NC(=O)C2(C)Cc3ccccc3C(=O)O2)s1 (configuration not stated)	3.5	5.4	-3.7	0.8	1.3	-5.5	19.0	3.1	-2.5
CC(C)NC(=O)Cn1c(SCC(=O)N2CCCCCC2)nc2ccccc21	-12.2	-0.4	-3.8	0.9	-9.3	-4.1	6.0	0.3	1.0
O=C(CN1C(=O)C2(OCCCO2)c2ccccc21)NCCc1ccccc1	3.5	3.7	-0.1	0.9	6.0	-9.2	9.7	0.8	-4.2
COc1ccc(C2C(C#N)=C(N)Oc3cc(N)ccc32)cc1OC (configuration not stated)	14.1	-6.7	5.1	1	-10.4	3.7	-2.3	-0.5	6.3
CCOC(=O)c1ccc2c(c1)C(=O)N(C1CCCCC1)C2=O	5.9	9.9	-10.2	0.9	-3.5	-1.9	2.3	4.2	-5.6
O=C(c1ccco1)N1CCN(S(=O)(=O)c2ccc(S(=O)(=O)NC3CCCCC3)cc2)CC1	4.3	4.3	0.9	1	1.7	8.8	15.8	-2.1	4.9
Nc1c(NC2CCCCC2)c2ccccc2oc1=O	5.4	1.3	-0.9	0.9	5.4	-4.4	9.3	7.8	2.4
COc1cccc(NC(=O)N2CCC(N3CCCCC3)CC2)c1	0.1	-0.3	-0.3	1	-4.9	-4.4	17.2	-0.6	-3.9
Cc1ccc(NC(=O)c2oc3c(c2C)C(=O)CC(C)(C)C3)cc1	-5.8	6.7	-2.5	0.9	3.1	-8.8	10.6	6.0	-13.4
CCCCSc1nn[nH]n1	-30.5	6.5	-2.1	1	9.8	-2.7	8.5	7.2	-3.9
COc1ccc(S(=O)(=O)NCc2ccccn2)cc1Cl	25.2	9.6	-2.1	0.9	-2.5	-5.0	-1.7	2.3	3.9
COc1cccc(C(=O)Nc2ccc(N(C)C)cc2)c1OC	-1.8	-0.4	-2.2	1	-6.8	-8.6	-24.4	4.2	1.1
Cc1ccsc1C1NC(=O)c2ccccc2N1 (configuration not stated)	9.9	4.6	-59.6[fluorescence artefact?]	1	.	-9.2	12.2	.	.
CC(=O)C1=C(O)C(=O)N(CCN2CCOCC2)C1c1ccc(N(C)C)cc1 (configuration not stated)	-9.7	-1.5	0.8	0.9	1.6	-1.1	29.5	-0.1	6.0
O=C(O)C1CCN(C(=O)c2ccccc2C(=O)N2CCC(C(=O)O)CC2)CC1	15.1	-3.8	2.6	0.9	-7.6	-5.6	9.4	-0.9	-3.8
CC(=O)NC12CC3CC(C1)CC(C(=O)OCC(=O)NC(=O)c1cccn1C)(C3)C2	8.5	12.7	5.2	0.9	3.4	-5.9	3.4	5.0	-11.0
Cc1ccc(-c2noc(CN3CCC(C(N)=O)CC3)n2)cc1	-8.2	0.5	1.0	0.9	-0.9	1.1	7.6	-2.7	1.9
COCc1[nH]nc2c1C1(C(=O)N(C)c3ccccc31)C(C#N)=C(N)O2 (configuration not stated)	24.5	7.9	1.0	0.9	2.2	2.0	9.2	2.3	-2.1
Cc1ccc(C(=O)CSc2n[nH]c(-c3ccco3)n2)cc1C	-3.2	12.6	-1.1	0.9	-1.5	-12.0	7.9	6.3	-7.3
O=C(c1ccc2nc(N3CCOCC3)sc2c1)N1CCCC1	-8.1	-0.1	-5.4	0.8	0.7	0.2	4.8	-1.8	-7.5
COc1ccc(/C=N/n2c(SC)nnc2-c2ccccc2)cc1C	-5.6	9.4	2.5	0.9	-8.9	-12.9	8.0	3.8	2.7
CC1CCN(CCc2nc3cc(NS(=O)(=O)c4ccccc4)ccc3n2C)CC1	18.0	3.5	-2.5	0.9	3.6	-1.2	13.4	3.6	2.8

Further compounds.
SMILES	DUSP1 inh	PKA inh	MMP-13 inhibitor	TNAP act DEA	JNK3 inh	Cdc25B block	HEK293 NFkB inh	ROCK2 inh	Jurkat viability
Cc1[nH]c2ccccc2c1C1(O)C(=O)N(Cc2ccc3c(c2)OCO3)c2ccccc21 (configuration not stated)	24.9	-8.0	2.7	0.9	-7.6	2.0	3.6	4.6	3.0
O=C(NCC(=O)N(CC1CCCO1)C(C(=O)NC1CCCC1)c1cccnc1)c1ccco1 (configuration not stated)	-2.0	9.5	-1.2	0.9	-0.3	5.9	13.5	4.0	-6.3
COc1ccc2oc(=O)c(C(=O)N3CCN(c4ccccc4C)CC3)cc2c1	12.5	-2.7	-1.7	1	-4.4	6.4	-10.1	-6.9	7.8
COc1ccc(CCNc2oc(COc3ccccc3Cl)nc2C#N)cc1OC	-3.5	6.5	1.7	0.8	-0.6	-15.7	3.7	4.0	3.8
C=CCn1c(SCC(=O)/C(C#N)=C(\C)N)nnc1C1CCCCC1	8.2	1.9	-0.4	0.9	-2.5	3.1	8.6	-4.4	5.3
C=CCn1c(SCCOC)nc2c1c(=O)[nH]c(=O)n2C	13.4	-5.8	-0.2	1	0.4	9.6	13.1	-1.4	-1.8
CCc1ccc(NC(=O)c2cc(-c3ccco3)on2)cc1	13.4	4.0	-13.1	0.8	-3.0	-8.0	1.1	8.6	-11.6
CC(C)Cn1c2c(c(O)c(C(=O)Nc3ccc(F)cc3)c1=O)CCCC2	-11.4	-0.9	-8.2	0.9	0.2	-5.4	15.2	9.2	-1.8
COC(=O)CSc1nnc(CNC(=O)c2ccc(OC)cc2OC)n1C	8.1	14.4	-2.0	1	-0.2	-16.7	10.7	3.9	0.7
Cc1ccc(CNc2ncnc3c2cnn3-c2ccccc2)cc1	-11.1	8.2	-4.1	0.9	1.7	0.6	-2.7	4.0	-8.7
CC(C)c1ccc(-c2nn[nH]n2)cc1	-6.0	1.3	0.3	0.9	2.9	-26.2	-8.0	4.7	-6.3
